Screening results from PubChem.
tim23-1 inh – tim23-1 yeast growth inhibition. AID 463212. inhibition, % at 20 µM. S. cerevisiae tim23-1 growth, BacTiter-Glo luminescence, 24 h. 330,000 compounds, 1.3% hits;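 active = growth inhibition of the mutant yeast at or above 50%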;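 note: temperature-sensitive mutant grown at 25 °C; plate controls were DMSO-treated mutant yeast for no effect and medium wells lacking yeast for full effect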
MIN6 prolif – MIN6 beta-cell proliferation induction | MIN6 cells proliferation, ATPlite luminescence, 48 h; cells starved in 0.2% serum; 100% = growth in 10% serum | proliferation, % at 10 µM | 330,000 compounds, 0.29% hits;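 active = compounds whose signal lies at least 3.5 SD above the mean of all wells on their plate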;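 note: 0% = DMSO-treated cells in low-serum medium and 100% = 10% serum control; some compounds called inactive have numbers as strong as hits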
APJ agonist – agonists of human APJ apelin receptor; P35414; CHO-K1 APJ PathHunter beta-arrestin, luminescence; 0% DMSO wells, 100% apelin; activation, % at 20 µM; 330,000 compounds, 0.11% hits; AID 2520;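 active = activation more than six SD over the plate average, tested at 20 µM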;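 note: 0% = DMSO alone and 100% = apelin-13 at 10 nM; some results filed as inactive read as strong as hits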
Target sequence (P35414 whole entry, looked up): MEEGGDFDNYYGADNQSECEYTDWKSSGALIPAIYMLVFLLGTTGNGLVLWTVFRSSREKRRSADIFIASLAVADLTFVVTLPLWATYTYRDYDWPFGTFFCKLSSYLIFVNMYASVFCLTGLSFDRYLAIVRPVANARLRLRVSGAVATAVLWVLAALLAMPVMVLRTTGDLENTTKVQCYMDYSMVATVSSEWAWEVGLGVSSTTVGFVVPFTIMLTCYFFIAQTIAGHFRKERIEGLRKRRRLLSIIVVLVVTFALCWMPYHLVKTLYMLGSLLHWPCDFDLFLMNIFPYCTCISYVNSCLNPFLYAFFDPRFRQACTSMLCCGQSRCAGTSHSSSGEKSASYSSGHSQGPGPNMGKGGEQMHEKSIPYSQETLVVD
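system = engineered CHO-K1 APJ arrestin reporter cells | input = 1000 cells per well | timing = overnight seeding, 90 min compound at 25 °C, 1 h detection | measured by = enzyme-fragment complementation luminescence | read-out = beta-arrestin recruitment to APJ as agonist activity, luminescent signal | control set = negative DMSO alone, positive Apelin-13 at 10 nM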
APJ antagonist – blocks the human apelin receptor APJ; CHO-K1 APJ beta-arrestin complementation, luminescence; inhibition, % at 20 µM; 330,000 compounds, 0.32% hits; AID 2521;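 active = inhibition above about 40% at 20 µM, limit read from the data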;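 note: cells challenged with 10 nM apelin-13 agonist together with compound; plate controls were apelin-13 plus DMSO wells for no effect and DMSO wells lacking apelin-13 for full effect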
TIM10 inh – growth inhibitors of TIM10 yeast strain | S. cerevisiae TIM10 strain growth, BacTiter-Glo luminescence, 24 h | inhibition, % at 10 µM | 330,000 compounds, 1.4% hits | AID 463195;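 active = inhibition of 40% or more at the single tested concentration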;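 note: wild-type TIM10 isogenic control strain grown at permissive 25 °C; 0% = DMSO yeast wells and 100% = minimal medium wells without yeast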
GRIN3A LBD mod – NR3A (human) ligand-binding domain modulation; 340,000 compounds, 2.5% hits; Tm shift relative to glycine control, % at 25 µM; NR3A LBD differential scanning fluorimetry, Tm shift; 0% = protein alone, 100% = glycine-bound protein;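 active = melting temperature shift of at least 10% of the positive control shift, at one fixed dose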
MPTP block – blocks calcium-induced mitochondrial swelling; isolated mouse mitochondria, Ca2+ swelling absorbance, 30 min; inhibition, % at 10 µM; 360,000 compounds, 1.4% hits;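 active = inhibition of 50% or more, scaled per plate between neutral and stimulator controls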;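 note: 0% = DMSO wells given calcium and 100% = 1 mM EGTA wells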
NALP3 yeast inh – NALP3 inhibition in yeast. Yeast reconstituted NLRP3/ASC/caspase-1, beta-gal luminescence, 24 h. inhibition, % at 10 µM. 330,000 compounds, 0.39% hits;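 active = inhibition of 50% or more; inactive = inhibition below 50%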;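 note: plate controls were induced DMSO wells for no effect and uninduced yeast grown without galactose for full effect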
tim10-1 inh – tim10-1 yeast growth inhibition | S. cerevisiae tim10-1 ts strain growth, BacTiter-Glo, 24 h | inhibition, % at 20 µM | 330,000 compounds, 2.2% hits;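 active = inhibition of at least 40%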;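 note: mutant grown at 25 °C; 0% = DMSO wells with yeast and 100% = wells holding no yeast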
* marks the source's active call; other numbers are inactive results.

SMILES	tim23-1 inh	MIN6 prolif	APJ agonist	APJ antagonist	TIM10 inh	GRIN3A LBD mod	MPTP block	NALP3 yeast inh	tim10-1 inh
O=C(Nc1ccc(Br)c(Cl)c1)C1CC1	63*	-2	-4	-3	32	2	17	21	2
CCOc1ccc(NC(=S)N2CCC(N(C)CC3CCCO3)CC2)cc1 (stereo not drawn)	-15	-2	-6	7	-11	-1	1.3	11	-16
CCN(c1ccccc1C)S(=O)(=O)c1nnc(NC(=O)c2ccco2)s1	39	-3	2	-4	32	-5	1.0	15	23
CCCCC1CC(CSC(=N)N)OC1=O (stereo not drawn)	14	0	4	-3	5	1	0.1	20	3
Cn1c(-c2sccc2OCc2ccc(Cl)cc2Cl)n[nH]c1=S	17	1	-4	6	20	-1	-0.3	30	28
Cc1ccc(NC(=O)CSC2=C(C#N)C(c3ccc4c(c3)OCO4)CC(=O)N2)cc1C (stereo not drawn)	-10	-3	-4	1	4	3	-3.6	-2	10
CCC(=O)N(CCC(Cc1ccccc1)c1ccco1)Cc1ccco1 (stereo not drawn)	11	-3	-3	4	9	0	5.1	-6	30
CC1CCCC(C)N1CCCNC(=O)CN1C(=O)c2cccnc2Oc2ccc(Cl)cc21 (stereo not drawn)	0	0	0	-3	1	0	-1.4	-7	-18
CCn1c(SCC(=O)Nc2cc(Cl)ccc2OC)nnc1C1CC1	4	-1	-5	6	10	-1	1.6	10	21
CCCn1c(N2CCN(S(=O)(=O)Cc3ccccc3)CC2)nc2ccccc21	6	-2	-5	8	8	-1	-1.7	21	-2
NC(=O)c1cc(N2C(=O)C3CC=CCC3C2=O)ccc1N1CCCCC1 (stereo not drawn)	11	-1	4	8	0	-1	1.7	-11	12
CCCNC(=O)C(Cc1ccc(C(F)(F)P(=O)(OCC)OCC)cc1)NC(=O)c1ccc(C#N)cc1 (stereo not drawn)	21	-1	-3	9	-1	-1	0.0	9	16
Clc1ccc(-c2csc(-c3ccno3)n2)cc1	13	-1	-3	14	20	-6	0.8	-12	6
CCN(C(=O)COC(=O)CCCOc1ccccc1)c1c(N)n(Cc2ccccc2)c(=O)[nH]c1=O	-4	-4	-1	-37	4	2	-0.1	-6	-3
Cc1cccc(NC(=O)CSCC(=O)Nc2sccc2C#N)c1	-10	-2	0	3	27	0	0.1	16	-12
O=C(Cc1ccc(Cl)c(Cl)c1)N1CCOCC1	3	1	-4	6	0	-1	-0.1	-21	11
CN1CCN(CCOc2ccc(Cc3ccccc3)cc2)CC1	2	-2	0	0	2	-1	1.3	14	-1
CC(C)C(NC(=O)c1ccco1)C(=O)OCC(=O)N1CC(=O)Nc2ccccc21 (stereo not drawn)	15	4	1	5	0	0	-1.0	3	10
Cc1noc(NS(=O)(=O)c2ccc(NC(=O)c3nn(-c4ccccc4)ccc3=O)cc2)c1C	-9	-4	-2	9	4	3	-1.0	1	-6
CCOc1ccc(NC(=O)CCn2ccnc2)cc1	0	4	0	0	-12	-2	1.1	4	17
O=C(N/N=C/c1cc([N+](=O)[O-])ccc1O)c1cccc2cc[nH]c12	-18	-5	-5	8	4	2	13	17	-2
Cc1cc(C(=O)Nc2ccc(C(=O)O)cc2)c(-c2ccccc2)o1	-2	-2	2	13	4	0	-0.5	-2	-20
CC(=O)c1c(C)[nH]c(C(=O)COC(=O)CN2C(=O)C3CCCCC3C2=O)c1C (stereo not drawn)	-4	7	-2	3	-1	-1	-0.6	3	-7
Nc1ccc(S(=O)(=O)N2CCc3ccccc32)cc1	6	1	-5	-7	7	-1	2.9	-23	12
Cn1nc(-c2ccccc2)cc1NC(=O)Nc1ccc(C(C)(C)C)cc1	40	-3	-2	-9	26	17*	70*	21	41*
Cc1ccc(NC(=O)CCCCCCCCCCC2COCCO2)c(C)c1 (stereo not drawn)	2	0	-2	-1	-19	-4	5.8	-8	20
COc1ccccc1NC(=O)C(C)OC(=O)COc1cccc2c1OC(C)(C)C2 (stereo not drawn)	10	2	2	6	-18	0	1.1	15	-7
CC(C)(C)NC(=O)CN(C(=O)CS(=O)CC(=O)Nc1ccc(F)cc1)c1ccccc1F (stereo not drawn)	10	-2	-3	-15	5	-1	-0.2	3	-1
COc1ccc(-c2oc3ccc(-c4ccc5c(c4)OCO5)cc3c2C#CC2(O)CCCCC2)cc1	15	-9	5	-20	-1	-3	0.2	-5	6
COCCn1c(C2CCCCC2)nc2sc3ccccc3c(=O)c2c1=O	6	-2	-3	15	-7	0	7.6	5	16
Cc1ccc(S(=O)(=O)N2CCN(c3ccc(C(F)(F)F)cc3[N+](=O)[O-])CC2)cc1	27	0	3	1	26	-2	5.9	17	28
CC(C)[C@H](NS(=O)(=O)c1ccc2c(c1)OCCO2)C(=O)OCC(=O)Nc1ccccc1	12	0	2	-6	2	-1	-0.5	7	7
Cc1ccc(NC(=O)CN(C)C(=O)COC(=O)c2ccc(Cl)cc2O)cc1	15	-2	-4	15	1	-1	-0.9	-9	2
C[C@H](CO)N1C[C@H](C)[C@@H](CN(C)S(=O)(=O)c2cccs2)Oc2ccc(NC(=O)NC3CCCCC3)cc2C1=O	9	0	-3	-3	2	-9	-0.9	8	9
CCN(CC)c1ccc(C(=O)Nc2cccc(F)c2)cc1	65*	0	-1	-2	19	-3	3.5	47	21
CCCCOC(=O)C1=C(C)Nc2nnnn2C1c1ccccc1Cl (stereo not drawn)	16	-2	-4	-9	23	-7	3.7	-3	22
c1cncc(-c2noc(-c3ccco3)n2)c1	12	-1	-3	3	10	0	-4.3	8	15
COc1ccc(OC)c(CN(CCCN2CCOCC2)C(=O)Nc2ccccc2)c1	5	2	1	18	-10	0	-1.8	17	4
CCCCC(CC)C(=O)Nc1ncc([N+](=O)[O-])s1 (stereo not drawn)	45	-6	-1	16	49*	-13	98*	6	61*
CNC(=O)N(O)C1N(/N=C/c2ccccc2OC)C(=S)SC1(C)C (stereo not drawn)	7	-2	-5	3	-12	0	-1.2	-6	9
COC(=O)Oc1ccc(/C=N/NC(=O)CSCc2ccc(Cl)cc2)cc1OC	21	-4	-4	4	15	-3	8.4	-13	24
O=C1N/C(=C\c2ccccc2)C(O)=C1C=NCc1ccccc1	6	0	0	45*	7	0	0.7	0	4
Fc1ccc(F)c(C2=NNC(=NCC3CCCO3)SC2)c1 (stereo not drawn)	30	-1	0	7	10	1	0.6	16	8
CCOC(=O)Cn1nc(-c2ccc(C)cc2)ccc1=O	18	0	-2	-1	14	-2	-0.8	2	4
CC(=O)Nc1ccc(S(=O)(=O)NC(CSc2ccc(C(=O)O)cc2[N+](=O)[O-])C(=O)O)cc1 (stereo not drawn)	-4	3	-2	1	12	0	0.0	1	-2
c1nc2sc3c(c2c2nnnn12)CCCC3	18	2	-6	22	27	-48	-0.6	-16	28
Cc1ccc(C2C(=O)N(C3CCCC3)CC(=O)N2C2CCCCC2)cc1 (stereo not drawn)	38	1	-4	11	30	2	-0.2	5	28
Cc1ccc(NC(=O)CN(C)CC(=O)Nc2ccc(F)c(F)c2F)c(Cl)c1	-1	-3	-2	0	-5	0	0.0	4	13
O=C(c1ccc(S(=O)(=O)N2CCOCC2)cc1)N1CCN(c2ccccc2)CC1	9	-2	-2	-2	3	0	-0.2	3	23
CCn1c(C)c(/C=N/Nc2nc3ccccc3s2)c2ccccc21	21	-6	4	-43	43*	7	1.0	3	48*
Cc1ccc(S(=O)(=O)N2CCCCC2)cc1C(=O)Nc1ccc(N2CCOCC2)cc1	3	-2	1	-22	11	0	17	9	16
C=CCn1c(=O)c(C(=O)Nc2ccccc2O)c(O)c2ccccc21	4	-3	-2	-11	20	-1	1.1	22	16
O=C(COc1ccccc1[N+](=O)[O-])OCC(=O)N1CCC(Cc2ccccc2)CC1	16	-2	-1	13	-2	5	-1.0	8	14
CC[n+]1c(/C=C/C=C/N(C(C)=O)c2ccccc2)sc2ccccc21	4	-7	-4	3	9	2	9.3	11	2
O=C(CC1C(=O)NCCN1C(=S)Nc1ccccc1)Nc1ccc(F)cc1 (stereo not drawn)	1	0	-2	-7	-14	-6	24	6	32
CC1(c2cccc(Br)c2)NC(=O)N(CC(=O)Nc2ccc(F)cc2)C1=O (stereo not drawn)	-10	-2	-1	-14	10	-5	2.2	-10	-39
COc1ccc(Br)cc1CN1CCN(C(=O)c2cccc(F)c2)CC1	25	-4	-3	6	15	2	0.3	16	23
CCCn1c(SCC(=O)N2CCCC2)nc2c1c(=O)n(C)c(=O)n2C	0	0	-4	10	4	-2	-0.4	14	14
COc1ccccc1/C=N/NC(=O)c1cccc(NC(=O)c2ccccc2Cl)c1	16	0	2	-19	9	-3	-1.3	5	21
Cc1ccc(Cn2c(C(C)Nc3nc(-c4ccc(Cl)cc4)cs3)nc3cc(C(=O)NCCCO)ccc32)cc1 (stereo not drawn)	16	-7	-2	5	7	-1	0.8	11	22

Whole records, looked up by structure:
Cc1ccc(NC(=O)CN(C)CC(=O)Nc2ccc(F)c(F)c2F)c(Cl)c1 across the screens: tim23-1 inh = -1; MIN6 prolif = -3; APJ agonist = -2; APJ antagonist = 0; TIM10 inh = -5; GRIN3A LBD mod = 0; MPTP block = 0.0; NALP3 yeast inh = 4; tim10-1 inh = 13
C=CCn1c(=O)c(C(=O)Nc2ccccc2O)c(O)c2ccccc21 across the screens: tim23-1 inh = 4; MIN6 prolif = -3; APJ agonist = -2; APJ antagonist = -11; TIM10 inh = 20; GRIN3A LBD mod = -1; MPTP block = 1.1; NALP3 yeast inh = 22; tim10-1 inh = 16

Remaining list, next part:
SMILES	tim23-1 inh	MIN6 prolif	APJ agonist	APJ antagonist	TIM10 inh	GRIN3A LBD mod	MPTP block	NALP3 yeast inh	tim10-1 inh
Cc1ccc(S(=O)(=O)N2CCN(C(=O)COC(=O)COc3cccc4c3OC(C)(C)C4)CC2)cc1	15	5	5	-54	2	2	0.4	21	15
Cc1cc(C(=O)NC2CC(C)(C)Cc3c2cnn3-c2ccc(F)cc2)no1 (stereo not drawn)	40	2	-2	-9	16	0	-1.2	18	26
O=C(CN1CCCc2ccccc21)NCc1ccc2c(c1)OCO2	22	-2	2	-22	9	-1	2.3	23	-11
Cn1cc(S(=O)(=O)CC(=O)Nc2ccc3c(c2)OCO3)c2ccccc21	8	-1	2	-2	5	-16	-1.3	10	-1
Cc1ccc(O)c(N/C=C/C(=O)c2ccc(F)cc2)c1	20	-5	-4	12	6	-1	3.6	31	-1
CCOC(=O)c1c(S(=O)(=O)N(C)Cc2ccco2)c(C)n(C)c1C	19	-2	-1	-36	2	0	0.0	15	10
CCn1nc(C(=O)NCC2COc3ccccc3O2)c2ccccc2c1=O (stereo not drawn)	32	0	-2	-1	15	2	0.7	-23	12
COc1ccc(NC(=O)c2cc(S(=O)(=O)N3CCOCC3)cn2C)c(OC)c1	13	3	-3	6	-7	-9	-0.9	7	-4
Cc1ccc(CNc2nc3ccccc3s2)s1	9	-4	2	-11	1	-1	-0.5	42	5
CCc1ccc(-c2cc(C)no2)cc1S(=O)(=O)NCCCN1CCN(c2ccccc2)CC1	20	-4	-3	27	13	-4	5.9	8	20
O=C(O)CSC1=NC(=Nc2cccc(Cl)c2)C2(CCCCC2)N1c1ccccc1	17	0	-4	-23	-9	3	-0.1	-13	36
N#Cc1cnc2ncnn2c1-c1ccccc1	4	-3	-1	0	-15	-2	0.6	-21	-2
